Screening data deposited in PubChem by National Center for Advancing Translational Sciences (NCATS).
ELG1 DNA repair: qHTS screen for small molecules that inhibit ELG1-dependent DNA repair in human embryonic kidney (HEK293T) cells expressing luciferase-tagged ELG1 | HEK293T ELG1-luciferase reporter, luminescence, 16 h; DNA damage induced by 5-fluorouridine | Potency, µM (series often up to 46.1 µM), for the others: top-dose activity change, negative = inhibition, hits mostly inhibitors | 330,000 tested, 2.3% active; also: potency is read from the fitted curve at half-maximal effect; % is scaled to controls: 0 for no effect and ±100 for the full control effect; nearly all actives have a fitted effect of over 55% in size
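HEK293T cells expressing luciferase-tagged ELG1 (2,000/well) received 5-Fluorouridine plus compound or DMSO for 16 hr at 37 °C. Luciferase was read by ONE-Glo luminescence after 30 min at room temperature.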
Tb PFK block: qHTS Assay to Find Inhibitors of T. brucei phosphofructokinase; ATP-dependent 6-phosphofructokinase (Trypanosoma brucei brucei), O15648; T. brucei PFK, ADP-Glo luminescence; Potency, µM (series often up to 57.5 µM), without a hit: top-dose activity, negative = inhibition, most hits filed as inhibitors; 330,000 tested, 0.17% active; AID 485367, 2010;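 also: potency is read from the fitted curve at half-maximal effect; 0% = uninhibited 1x PFK enzyme wells and -100% = no-enzyme wells; nearly all actives have a fitted effect of over 60% in size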
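PFK 1.25 nM, F6P 0.5 mM, ATP 0.1 mM, 0.1 M TEA pH 8.0, 5 mM MgCl2, 0.01% Tween20, 0.1% BSA; 45 min RT. ADP-Glo readout. qHTS titration up to 57 uM; curves fitted, compounds curve-classed.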
RORg inh: qHTS for inhibitors of ROR gamma transcriptional activity; Drosophila S2 Gal4-RORgamma UAS-luciferase reporter, 20 h; AID 2551, 2010; Potency, µM (series often up to 53.6 µM), for the others: at the top dose activity change, negative = inhibition, actives largely listed as inhibitors; 310,000 tested, 5.4% active; also: potency is read from the fitted curve at half-maximal effect; % is scaled to controls: 0 for no effect and ±100 for the full control effect; nearly all actives have a fitted effect of over 60% in size
Target sequence (P51450 whole entry, looked up, the tested form may be a part): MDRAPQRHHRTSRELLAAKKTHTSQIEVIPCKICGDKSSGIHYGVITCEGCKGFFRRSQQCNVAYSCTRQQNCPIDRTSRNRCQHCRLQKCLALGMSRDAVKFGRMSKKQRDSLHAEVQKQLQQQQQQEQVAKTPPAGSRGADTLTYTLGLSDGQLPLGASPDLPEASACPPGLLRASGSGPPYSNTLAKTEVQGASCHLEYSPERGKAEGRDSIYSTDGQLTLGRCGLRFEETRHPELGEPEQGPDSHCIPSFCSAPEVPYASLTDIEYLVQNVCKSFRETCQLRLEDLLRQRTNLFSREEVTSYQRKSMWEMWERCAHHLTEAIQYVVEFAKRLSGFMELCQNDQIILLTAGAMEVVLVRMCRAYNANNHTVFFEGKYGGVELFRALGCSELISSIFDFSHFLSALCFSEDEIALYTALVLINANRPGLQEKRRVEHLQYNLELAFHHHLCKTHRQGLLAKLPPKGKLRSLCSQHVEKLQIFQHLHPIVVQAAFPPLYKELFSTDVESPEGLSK
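Read-out: Photinus luciferase luminescence; inhibitors lower reporter signal. Insect Schneider cells with Gal4-ROR gamma fusion under metallothionein promoter, UAS reporter; 700 uM final copper sulfate induction, 20 hr, ambient temperature.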
TRPV1 ag: HTS Assay for Compounds that Act as Agonists of the Vanilloid Receptor 1 | TRPV1-expressing cells, Fluo-8 calcium influx, agonist mode | activation, % at 8.33 µM | 320,000 tested, 0.19% active; in the data active = activation above about 80%; inconclusive = between about 30% and that limit; also: 0% is about no effect
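Fluo-8 calcium influx in TRPV1-expressing cells, kinetic read (ex 480/em 520 nm). Compound added and read 3 min for agonist activity, followed by capsaicin at EC20 final and 2 min further read for enhancement.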
FLuc counter: qHTS profiling assay for firefly luciferase inhibitor/activator using purifed enzyme and Km concentrations of substrates (counterscreen for miR-21 project); purified FLuc, Km substrates, luminescence inhibition; Potency, µM (series often up to 57.5 µM), without a hit: at the highest dose activity change, negative = inhibition, most hits filed as inhibitors; 360,000 tested, 6.9% active;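 also: potency is read from the fitted curve at half-maximal effect; plate controls were vehicle for no effect and reference inhibitor for full effect; nearly all actives have a fitted effect of over 55% in size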
Target sequence (P08659 whole entry, looked up): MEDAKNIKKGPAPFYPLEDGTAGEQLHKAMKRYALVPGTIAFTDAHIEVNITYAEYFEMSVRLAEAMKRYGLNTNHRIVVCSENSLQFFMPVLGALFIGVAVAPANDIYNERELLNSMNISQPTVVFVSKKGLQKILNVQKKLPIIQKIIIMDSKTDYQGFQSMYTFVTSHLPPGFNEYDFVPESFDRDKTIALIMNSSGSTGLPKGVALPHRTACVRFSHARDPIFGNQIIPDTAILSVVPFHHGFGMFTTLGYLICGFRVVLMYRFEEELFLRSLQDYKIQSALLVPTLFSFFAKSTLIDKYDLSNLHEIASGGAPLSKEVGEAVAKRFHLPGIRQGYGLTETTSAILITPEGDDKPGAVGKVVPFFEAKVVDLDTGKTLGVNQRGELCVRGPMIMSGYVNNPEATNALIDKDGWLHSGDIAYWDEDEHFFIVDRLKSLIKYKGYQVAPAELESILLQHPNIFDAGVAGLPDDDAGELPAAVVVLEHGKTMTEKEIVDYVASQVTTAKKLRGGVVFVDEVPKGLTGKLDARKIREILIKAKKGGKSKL
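Purified P. pyralis luciferase (10nM final) with 10uM D-luciferin and 10uM ATP (Km levels) in 50mM Tris acetate pH 7.5, 10mM Mg acetate, 0.01% Tween-20, 0.05% BSA; qHTS 6-point titration, ~60 µM downward; luminescence read.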
VP16 counter: VP16 counterscreen qHTS for inhibitors of ROR gamma transcriptional activity | Drosophila S2 Gal4-VP16 UAS-luciferase, luminescence, 20 h | Potency, µM (top dose mostly 53.6 µM), without a hit: top-dose activity, negative = inhibition, actives largely listed as inhibitors | 310,000 tested, 3.5% active | AID 2546, 2010;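 also: Gal4-VP16 expression switched on by copper sulfate through the metallothionein promoter; potency is read from the fitted curve at half-maximal effect; % is scaled to controls: 0 for no effect and ±100 for the full control effect; nearly all actives have a fitted effect of over 50% in size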
Rab9 promoter act: qHTS Assay for Rab9 Promoter Activators | Huh7 Rab9 promoter-luciferase reporter, luminescence, 24 h | Potency, µM (top dose mostly 9.22 µM), without a hit: top-dose activation, negative = inhibition, most hits filed as activators | 320,000 tested, 2.8% active; also: potency is read from the fitted curve at half-maximal effect; % of control where 0% means no effect; nearly all actives have a fitted effect of over 60% in size
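Cell-based reporter: Huh7 stable for Rab9 promoter-driven luciferase, plated in reduced-serum medium with 10% FBS at 1500 cells/well, compound-treated 24 h at 37 °C, luminescence read after 10 min reagent.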
NPC1 prom act: qHTS Assay for NPC1 Promoter Activators; Potency, µM (doses to about 9.22 µM), without a hit: at the highest dose activation, actives largely listed as activators; AID 485313, 2010; Huh7 NPC1 promoter luciferase reporter, 24 h; 320,000 tested, 2.4% active;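 also: potency is read from the fitted curve at half-maximal effect; % of control where 0% means no effect; nearly all actives have a fitted effect of over 60% in size; reporter is driven by a mutant NPC1 promoter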
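Cells: Huh7 expressing luciferase under the NPC1 promoter, 1500/well. Seeded 2 h, compound added, incubated 24 h at 37 °C. Luciferase reagent, 10 min ambient, then luminescence.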
p53 reactivator: qHTS assay for re-activators of p53 using a Luc reporter; H1299 p53-A138V BP100-luciferase reporter, luminescence, 24 h; Potency, µM (doses to about 92.2 µM), for inactives: top-dose activity change, positive = activation, most hits filed as activators; 320,000 tested, 0.063% active; also: potency is read from the fitted curve at half-maximal effect; % of control where 0% means no effect; nearly all actives have a fitted effect of over 45% in size
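p53-null H1299 cells stably carrying temperature-sensitive p53-A138V and a BP100-luciferase reporter were pinned with compounds (4-point, 1:5 series) and held 24 hrs at 37 deg C. Luminescence was read 10 min after detection reagent.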
BRCA1 expr up: qHTS Assay to Identify Small Molecule Activators of BRCA1 Expression. 380,000 tested, 1.1% active. AID 624202, 2012. MCF7-BRCA1-FFLuc reporter, luminescence, 48 h; response scale: scaled: vehicle 0%, 10 µM genistein 100%. Potency, µM (doses to about 46.1 µM), inactives show at the top dose activation, actives largely listed as activators; also: potency is read from the fitted curve at half-maximal effect; nearly all actives have a fitted effect of over 80% in size; some results filed as inactive show a strong effect at the top dose
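Luminescence from a BRCA1-driven firefly luciferase in MCF7 cells was read after 48 h compound exposure at 37 C. Data normalized against DMSO and a 10microM genistein activation control, then curve-fitted across the titration.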
ELG1 genotoxic: qHTS screen for small molecules that induce genotoxicity in human embryonic kidney (HEK293T) cells expressing luciferase-tagged ELG1; HEK293T ELG1-luciferase reporter, luminescence, 16 h; Potency, µM (highest dose often 46 µM), inactives show at the highest dose activity change, positive = activation, hits mostly activators; 330,000 tested, 1.3% active; also: potency is read from the fitted curve at half-maximal effect; % of control where 0% means no effect; nearly all actives have a fitted effect of over 60% in size
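Reporter readout depends on ELG1 protein level, which increases with genetic stress. After 16 hr compound exposure at 37 °C, luciferase activity was quantified using ONE-Glo.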
* marks the source's active call; other numbers are inactive results; ? = inconclusive; . = not tested or not shown; & = joins results of further samples; [ ] = remark or other dose. Unless noted, calls follow the shape of the dose curve; as a rule, active = well fitted curve in the direction sought with a large enough effect; inconclusive = small, poorly fitted or top-dose-only effect, or another doubt; inactive = no such curve, though single readings can be large; an effect the other way counts as inactive or inconclusive.

Each structure is followed by: ELG1 DNA repair	Tb PFK block	RORg inh	TRPV1 ag	FLuc counter	VP16 counter	Rab9 promoter act	NPC1 prom act	p53 reactivator	BRCA1 expr up	ELG1 genotoxic
CC(C)c1ccc(OCC(O)CNC(C)c2ccccc2)cc1 (centres undefined)
  -1%	-2%	?	-3	0%	-9%	-8%	-2%	-3%	-92%	-6%
O=C(NC(=O)N1CCN(c2ccccc2F)CC1)c1ccccc1
  13%	0%	17%	15	-1%	-8%	3%	0%	18%	-1%	9%
O=C(Cn1nc(C(=O)O)c2ccccc2c1=O)Nc1ccc(Cl)c(S(=O)(=O)N2CCOCC2)c1
  -2%	1%	.	.	.	.	.	.	-4%	-6%	-1%
Cc1cc(N)n(-c2ccc(S(=O)(=O)N3CCCC3)cc2[N+](=O)[O-])n1
  4%	1%	-7%	-4	-1%	-6%	-1%	-4%	3%	-4%	-1%
COc1ccc(C2Sc3nncn3N2Cc2ccc(C#N)cc2)cc1 (centres undefined)
  0%	4%	5%	1	-6%	-10%	3%	0%	-16%	-18%	-8%
COc1ccc(-n2nc3c(c2NC(=O)c2ccccc2S(=O)(=O)C(F)F)CS(=O)(=O)C3)cc1
  0%	1%	0%	0	3%	-6%	-7%	-2%	-5%	-19%	-3%
CC(=O)Nc1c(O)nc(SCC(=O)Nc2nnc(CC(C)C)s2)[nH]c1=O
  3%	-5%	-59%	3	3%	0%	1%	0%	-6%	8%	4%
CCOC(=O)Cc1cc(=O)n2[nH]cc(-c3cccc(Br)c3)c2n1
  ?	-3%	13µM*	-3	?	?	-8%	0%	4%	-62%	-12%
CC(C)c1ccc(NC(=O)COC(=O)c2cc(=O)[nH]c3ccccc23)cc1
  ?	-5%	.	-3	0%	.	1%	2%	-14%	6%	3%
CCn1cc(/C=C(\NC(=O)c2ccccc2F)C(=O)N2CCOCC2)c2ccccc21
  -6%	0%	-10%	0	2%	-6%	12%	-4%	-2%	9%	-5%
O=C(N/N=C/c1ccncc1)c1ccc(OCc2ccccc2)cc1
  ?	2%	0%	?	-5%	7%	1%	-3%	-1%	-2%	7%
COc1ccc(N2C(=NC(=O)CCCc3ccccc3)SC3CS(=O)(=O)CC32)cc1 (centres undefined)
  2%	-2%	6%	-3	1%	-11%	-2%	-3%	-8%	-31%	-1%
Cc1cccc(NC(=O)C(=O)NCCCN2CCOCC2)c1
  21%	0%	27%	-2	-5%&-8%	?	16%	4%	12%	10%&12%	3%
CCOc1ccccc1N
  5%	0%	-6%	-2	0%	5%	-2%	7%	-5%	5%	0%
O=C(Nc1cccc(NC(=O)c2ccccc2)n1)c1ccccc1
  -8%	-1%	-25%[1.91 µM]	2	9.5µM*	9%	0%	-1%	.	?	0%
CCn1c(SCC(N)=O)nc2sc3c(c2c1=O)CCN(C)C3
  ?	2%	-3%	9	2%	-3%	0%	-1%	1%	8%	-4%
CC(=O)c1c(C)[nH]c(C(=O)OCC(=O)NCCc2ccc(Cl)cc2)c1C
  ?	-3%	13%	2	4%	0%	2%	-2%	-1%	-55%	-9%
CN(C(=O)CSc1nnc(-c2ccc(Cl)cc2)n1CC1CCCO1)C1CCS(=O)(=O)C1 (centres undefined)
  1%	-1%	-42%	1	2%	-6%	-4%	-7%	-4%	-3%	-1%
Cc1[nH]n(-c2ccccc2)c(=O)c1/C=N/n1c(C)nc2ccccc2c1=O
  -5%	-5%	5.6µM*	-1	?	?	0%	0%	0%	2%	-8%
Cc1cc(S(=O)(=O)NCC(=O)O)ccc1F
  8%	-1%	-35%	0	-2%	-13%[0.365 µM]	-2%	-1%	-3%	-6%	-8%
CS(=O)(=O)c1cccc(C(=O)NC(c2ccccc2)c2ccccc2)c1
  0%	5%	?	14	2%	1%	5%	-20%	-5%	-4%	0%
CCn1c(C)cc(/C=C2\NC(=O)N(CC(=O)Nc3cccc(C)c3)C2=O)c1C
  -2%	4%	-11%	-3	6%	-7%	-7%	-5%	-6%	-20%	0%
Cc1cc(CNC(=O)CCc2nnc(CCCc3ccccc3)o2)nn1C
  ?	2%	25%	-2	?	?	1%	0%	12%	38%	10%
COc1cccc(-n2nnc3c(=O)n(Cc4ccccc4F)cnc32)c1
  24%	2%	8%	6	?	6%	-6%	-5%	-3%	40%	7%
O=C(Nc1ccc(F)c(F)c1)c1ccc2c(c1)OCO2
  ?	-6%	?	?	9.5µM*	0%	?	2.5µM*	?	?	3.7µM*
O=C(c1ccc([N+](=O)[O-])cc1)N(Cc1ccc(Cl)cc1)N1C(=O)CCCC1=O
  10%	-1%	2%	-2	8%	-6%	-2%	-1%	0%	-2%	-3%
COc1ccccc1NC(=O)Cn1nnc(C(=O)NCc2cccs2)c1N
  -2%	6%	14%	10	2%&-9%	-15%	-22%	-5%	14%	-51%&-58%	17%
CCc1cc(=O)oc2cc(OC(C)C(=O)NCC(O)c3ccccc3)c(Cl)cc12 (centres undefined)
  -9%	0%	-12%	2	5%	2%	2%	-15%	-5%	-28%	-2%
CCCC(C(=O)NC1CCCC1)N(Cc1ccc2c(c1)OCO2)C(=O)c1snc(C(N)=O)c1N (centres undefined)
  ?	-2%	17%	2	1%	-1%	11%	4%	2%	-2%	-3%
O=C(O)CCNS(=O)(=O)c1ccc2c(c1)CCCC2
  12%	7%	-32%	-2	-12%	2%	-1%	1%	-1%	-14%	2%
CC(=O)Nc1ccc(S(=O)(=O)N(C)CC(=O)OCC(=O)NNC(=O)c2ccccc2F)cc1
  ?	-9%	.	-5	7%	.	1%	-1%	0%	1%	-4%
CC1CC1C(=O)Nc1ccc(S(=O)(=O)N2CCCCC2)cc1 (centres undefined)
  -19%	-3%	.	-2	2%	.	-7%	-4%	-11%	-30%	0%
O=C(NC1CC1)c1cc2cc3ccccc3nc2s1
  ?	1%	-6%	?	11µM*	1%	3.5µM*	2.2µM*	20%	5µM*	?
CCOC(=O)c1ccccc1NC(=O)COC(=O)CSc1ccccc1
  3%	20%	.	0	-7%	.	-22%	4%	?	-23%	-1%
CCCCC(=O)Nc1ccc(NC(=O)c2ccco2)cn1
  ?	-1%	5%	-2	?	6%	?	17%	7%	26%	?
Cc1csc(NC(=O)c2cc[n+]([O-])cc2)n1
  12%	-1%	14%	0	1%	-22%	1%	-8%	0%	-5%	1%
COc1ccc2[nH]c3c(c2c1)CCN1C(=O)N([C@@H](C)C(=O)NC2CC2)C(=O)[C@]31C
  2%	1%	-15%	6	11%	7%	0%	-1%	.	-9%	-1%
CCN(C(=O)CSc1nnc2nc(C)cc(C)n12)c1ccccc1
  3%	0%	14%	0	-3%	-22%	1%	-2%	1%	-10%	4%
C=CCn1c(-c2cccc(S(=O)(=O)N(CC)CC)c2)n[nH]c1=S
  3%	20%	?	-1	-1%	2%	8%	-4%	-3%	0%	0%
COc1ccc(-n2nc(C(=O)NCC(=O)Nc3cc(Cl)c(OC)cc3OC)c3ccccc3c2=O)cc1
  ?	-3%	8%	-3	-2%	-1%	-7%	-12%	-3%	-4%	-7%
COc1ccc(CCC(=O)NNC(=O)Nc2ccc(OC)c(OC)c2)cc1
  -5%	1%	-19%	-8	1%	2%	5%	3%	-13%	-21%	-3%

Outcome played no part in choosing rows; overall some 15% were active at least once.
